AHR activator = activators of human aryl hydrocarbon receptor; AHR-responsive luciferase reporter cells, luminescence; activation, % at 5 µM; actives 2.5% (n = 320,000); in the data active = activation above about 47%;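 also: 0% = vehicle wells and 100% = reference agonist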
proCasp7 act = counter-screen: procaspase-7 (human) activation | activation, % at 8.5 µM | actives 0.093% (n = 330,000) | P55210 | recombinant procaspase-7, Ac-DEVD-pNA absorbance 405 nm; D23A/D198A/D206A triple mutant, cannot self-cleave; scale: DMSO 0, 5 µM enzyme 100;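 active = percent activation above the screen-wide mean plus 3 SD, cut at about 25% in these data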
Target sequence (P55210 whole entry D23A/D198A/D206A): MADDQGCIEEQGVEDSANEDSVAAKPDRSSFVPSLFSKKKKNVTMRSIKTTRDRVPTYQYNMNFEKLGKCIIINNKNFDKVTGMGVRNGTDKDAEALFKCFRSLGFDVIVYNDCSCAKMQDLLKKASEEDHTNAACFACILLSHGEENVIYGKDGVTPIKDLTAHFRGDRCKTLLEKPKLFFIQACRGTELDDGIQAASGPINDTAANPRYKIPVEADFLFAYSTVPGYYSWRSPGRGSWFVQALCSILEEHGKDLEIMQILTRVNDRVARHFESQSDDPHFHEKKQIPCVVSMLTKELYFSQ
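System: Procaspase-7 triple mutant (PC-7 D3A); measure: % activation from two-timepoint absorbance difference, scaled to controls; times: 1 h compound preincubation, 2 h substrate cleavage, 25 °C; also added: Ac-DEVD-pNA substrate, 400 µM as added; measured by: Epi-absorbance of released pNA at 405 nm, two timepoints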
RPL19A TOR yeast = alters RPL19A-GFP fluorescence in TOR pathway yeast screen; percent response vs DMSO, % at 10 µM; S. cerevisiae RPL19A-GFP strain, flow cytometry, 3 h; hits give low values; actives 0.3% (n = 330,000);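 active = percent response vs DMSO below 50%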;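 also: median channel GFP fluorescence of the barcoded RPL19A-GFP strain; ratio of sample median GFP to plate DMSO average so 100% = DMSO; lower means less RPL19A-GFP as with rapamycin TOR inhibition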
MEP2-GFP yeast = alters MEP2-GFP fluorescence in TOR pathway yeast screen; GFP response vs DMSO, % at 10 µM; actives 0.51% (n = 330,000); S. cerevisiae MEP2-GFP strain, flow cytometry GFP, 3 h; 100% = DMSO control level;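 active = GFP response versus DMSO above a set limit, roughly screen mean plus 3 SD, cut at about 180% in these data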;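 also: median GFP fluorescence of the barcode-gated MEP2-GFP cells per well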
CR mimetic SO = yeast age-related superoxide inhibition as caloric restriction mimetic. S. cerevisiae aged cells, superoxide DHE fluorescence; hits give low values. superoxide response (% of plate mean), % at 10 µM. actives 0.18% (n = 330,000). AID 2690;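 active = superoxide response under a set limit, about three screen SD below normal, cut at about 65% in these data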;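 also: yeast aged for seven days with compound at 30 °C before DHE staining; 100% = average MFI of all compound-treated wells on the plate with controls excluded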
procasp3 activ = procaspase-3 (human) activation; AID 463141; recombinant procaspase-3 D3A, Ac-DEVD-pNA absorbance 405 nm; activation, % at 8.5 µM; actives 0.11% (n = 330,000);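 active = activation above the mean of all tested compounds plus 3 SD, cut at about 21% in these data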;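 also: 0% = DMSO alone and 100% = DMSO wells spiked with extra 5 µM PC-3 D3A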
Target sequence (P42574 whole entry D9A/D28A/D175A): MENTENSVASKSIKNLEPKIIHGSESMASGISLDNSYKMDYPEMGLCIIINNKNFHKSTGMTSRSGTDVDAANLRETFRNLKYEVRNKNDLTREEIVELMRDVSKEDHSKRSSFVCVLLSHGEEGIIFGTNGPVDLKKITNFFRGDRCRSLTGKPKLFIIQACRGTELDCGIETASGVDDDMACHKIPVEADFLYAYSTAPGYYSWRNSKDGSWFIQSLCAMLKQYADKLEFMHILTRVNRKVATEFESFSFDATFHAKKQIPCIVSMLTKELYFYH
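Assay system: Procaspase-3 D3A mutant, all three cleavage aspartates alanine. Buffer or medium: Zinc-free HEPES saline buffer with Triton X-100. Times: 1 h compound preincubation, 2 h substrate hydrolysis at 25 °C. Measured by: 405 nm absorbance of p-nitroaniline, reads at 0 and 120 min. Read-out basis: percent activation relative to control range. Replicates: singlicate.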
LAP4 TOR yeast = modulators of TOR pathway LAP4-GFP in S. cerevisiae; GFP response vs DMSO, % at 10 µM; S. cerevisiae LAP4-GFP multiplex, flow cytometry GFP, 3 h; median GFP as percent of DMSO wells; AID 2023; actives 0.34% (n = 320,000);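 active = GFP response vs DMSO above a set limit, about the screen mean plus 3 SD, cut at about 150% in these data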
JMJD2C inh = blocks human GASC-1 demethylase activity | GST-JMJD2C(1-420) H3K9me3 demethylation, DELFIA europium | AID 2099 | inhibition, % at 2.35 µM | Q9H3R0 | actives 0.069% (n = 330,000);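 active = more than half of a compound's replicate wells show inhibition beyond 50%, single wells judged on their own value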;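 also: signal counts dimethyl H3K9 product captured on neutravidin plate; 0% = median of DMSO wells and 100% = 0.3 times that DMSO median; strong numbers were not always called active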
Target sequence (Q9H3R0 1-420 limits assumed): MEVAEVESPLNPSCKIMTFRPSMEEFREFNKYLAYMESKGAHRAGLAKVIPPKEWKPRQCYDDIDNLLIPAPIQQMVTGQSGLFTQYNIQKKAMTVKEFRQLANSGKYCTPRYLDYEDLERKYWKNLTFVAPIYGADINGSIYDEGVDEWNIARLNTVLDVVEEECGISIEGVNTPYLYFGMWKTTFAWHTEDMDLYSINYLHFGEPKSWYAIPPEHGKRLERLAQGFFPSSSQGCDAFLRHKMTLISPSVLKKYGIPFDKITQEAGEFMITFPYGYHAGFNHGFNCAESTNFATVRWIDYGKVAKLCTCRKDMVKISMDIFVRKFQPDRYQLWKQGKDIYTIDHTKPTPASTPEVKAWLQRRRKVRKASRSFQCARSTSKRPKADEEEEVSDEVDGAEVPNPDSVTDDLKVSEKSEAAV
* hit, by the source's call; . = not tested or not shown.

[1] CC[n+]1c(C)sc2sc3ccccc3c21
[2] c1coc(CNc2nc3sc4c(c3c3ncnn23)CCCC4)c1
[3] Cc1cc(C)n(CCOC(=O)c2sc3ccccc3c2Cl)n1
[4] CN(C)c1ccc(C(=O)OCC(=O)NC2CCCCC2)cc1
[5] Cc1cc(=O)n(C)c(=O)n1CCCCCCOc1cccc([N+](=O)[O-])c1
[6] O=C(Nc1ccccc1N1CCOCC1)c1cc(=O)[nH]c2ccccc12
[7] CC(C)(CNS(C)(=O)=O)SCc1ccc(Cl)cc1
[8] COc1ccc(S(=O)(=O)N2CCCCC2)cc1-n1cnnn1

assay / entry,1,2,3,4,5,6,7,8
RPL19A TOR yeast,113,86,100,93,99,102,100,94
JMJD2C inh,0,8,-8,4,16,4,-2,2
MEP2-GFP yeast,117,82,99,101,87,100,102,105
procasp3 activ,-16,-2,1,-11,5,0,1,-1
CR mimetic SO,90,92,123,113,97,73,97,111
LAP4 TOR yeast,115,86,105,115,99,105,101,97
proCasp7 act,-35,7,8,-4,1,-7,-5,-2
AHR activator,2,29,4,3,4,9,4,0

Given field by field: four of the compounds above.
[2] c1coc(CNc2nc3sc4c(c3c3ncnn23)CCCC4)c1
- RPL19A TOR yeast: 86
- JMJD2C inh: 8
- MEP2-GFP yeast: 82
- procasp3 activ: -2
- CR mimetic SO: 92
- LAP4 TOR yeast: 86
- proCasp7 act: 7
- AHR activator: 29

[3] Cc1cc(C)n(CCOC(=O)c2sc3ccccc3c2Cl)n1
- RPL19A TOR yeast: 100
- JMJD2C inh: -8
- MEP2-GFP yeast: 99
- procasp3 activ: 1
- CR mimetic SO: 123
- LAP4 TOR yeast: 105
- proCasp7 act: 8
- AHR activator: 4

[4] CN(C)c1ccc(C(=O)OCC(=O)NC2CCCCC2)cc1
- RPL19A TOR yeast: 93
- JMJD2C inh: 4
- MEP2-GFP yeast: 101
- procasp3 activ: -11
- CR mimetic SO: 113
- LAP4 TOR yeast: 115
- proCasp7 act: -4
- AHR activator: 3

[5] Cc1cc(=O)n(C)c(=O)n1CCCCCCOc1cccc([N+](=O)[O-])c1
- RPL19A TOR yeast: 99
- JMJD2C inh: 16
- MEP2-GFP yeast: 87
- procasp3 activ: 5
- CR mimetic SO: 97
- LAP4 TOR yeast: 99
- proCasp7 act: 1
- AHR activator: 4

Other compounds follow:
[9] Cc1ccc(C)c(NC(=O)C2CCN(C(=O)c3cccs3)CC2)c1
[10] O=C(CN1CCCCC1)NCCNc1ccc(C(F)(F)F)cc1[N+](=O)[O-]
[11] COc1ccccc1/C=C/C(=O)c1c2c(c(C)[nH]c1=O)CCCC2
[12] CCN1/C(=C/C(=O)c2ccco2)Sc2ccccc21
[13] CCOC(=O)c1c(S(=O)(=O)NCC2CCN(CCc3cccs3)CC2)c(C)n(C)c1C
[14] Cc1sc2ncn(CC(=O)Nc3cccc(S(N)(=O)=O)c3)c(=O)c2c1-c1ccccc1
[15] CN(Cc1nc2ccccc2n1C)C(=O)c1ccco1
[16] CN(C)S(=O)(=O)c1cccc(N=C2NN=C(c3ccccc3)CS2)c1

assay / entry,9,10,11,12,13,14,15,16
RPL19A TOR yeast,107,105,94,95,98,101,104,98
JMJD2C inh,9,6,2,-4,-1,26,13,1
MEP2-GFP yeast,105,103,99,97,101,100,103,100
procasp3 activ,7,-3,-3,-29,1,12,4,-6
CR mimetic SO,102,103,99,102,91,110,85,77
LAP4 TOR yeast,93,91,97,90,97,108,89,95
proCasp7 act,2,0,-1,-36,1,6,1,12
AHR activator,3,1,-2,46,-1,1,-3,7

[17] Cc1nc(NC(=O)C2CC2)sc1C
[18] O=C(Nc1cccc2ccccc12)c1ccc(F)cc1
[19] COC(=O)C1=C(C)N(CCCC(=O)O)C(=O)NC1c1ccc2c(c1)OCO2 (centres undefined)
[20] COc1ccc(-c2csc(NC(=O)COC(=O)C3=COCCO3)n2)cc1
[21] COc1ccccc1N1CCN(c2ccc([N+](=O)[O-])cc2Cl)CC1
[22] CCn1cnc2scc(-c3ccc(OC)cc3)c2c1=O
[23] Cc1cc(NC(=O)CCC(=O)N(c2ccccc2)C(C)C(=O)NC2CCCC2)no1 (centres undefined)
[24] Cc1nc(CN2CCN(Cc3nc(C(c4ccccc4)c4ccccc4)no3)CC2)cs1

assay / entry,17,18,19,20,21,22,23,24
RPL19A TOR yeast,109,91,98,99,96,106,99,99
JMJD2C inh,0,5,-1,-3,-7,-3,3,16
MEP2-GFP yeast,114,89,102,106,98,107,98,100
procasp3 activ,3,1,6,-1,-2,11,10,-4
CR mimetic SO,93,109,103,109,114,99,110,93
LAP4 TOR yeast,105,76,92,91,92,95,93,97
proCasp7 act,9,-10,-11,6,-9,11,8,16
AHR activator,5,4,0,15,-7,17,-1,0

[25] COc1ccc(N(CC(=O)Nc2cccc(C(C)=O)c2)S(=O)(=O)c2ccc(NC(C)=O)cc2)cc1
[26] CC1=C(C(=O)NC2CCCc3c2cnn3-c2cccc(C)c2C)OCCO1 (centres undefined)
[27] CCN1C(=O)/C(=C/c2nc3ccccc3c(=O)n2-c2ccc(C)cc2)c2ccccc21
[28] Cc1c(C(=O)Nc2ccccc2)cn2c(nc3ccccc32)c1C#N
[29] Cn1c(Cn2nnc3ccccc32)nnc1SCC(=O)c1ccccc1F
[30] CN(C)C(=O)c1ccc(NC(=O)CSc2nnc(-c3cccs3)n2N)cc1
[31] CCOCCCNC(=O)c1ccc2c(c1)OCO2
[32] CCN(C(=O)CCS(=O)(=O)c1ccc(Br)cc1)c1ccc2c(c1)OCO2

assay / entry,25,26,27,28,29,30,31,32
RPL19A TOR yeast,109,98,108,103,103,95,105,102
JMJD2C inh,-10,-2,2,1,-3,-5,3,1
MEP2-GFP yeast,110,96,103,106,107,96,103,98
procasp3 activ,.,12,10,-10,-4,4,1,-4
CR mimetic SO,100,99,105,84,108,85,103,107
LAP4 TOR yeast,106,96,88,93,104,99,121,102
proCasp7 act,.,0,2,-14,4,4,10,1
AHR activator,.,6,3,15,3,-1,26,2

[33] COC(=O)c1cc(C(=O)NC(C)C2CC3CCC2C3)cc([N+](=O)[O-])c1 (centres undefined)
[34] COCCn1c(-c2ccc(OC)cc2)cnc1SCC(=O)Nc1cccc2ccccc12
[35] COc1ccc(/C=N/NC(=O)c2ccccc2[N+](=O)[O-])cc1CN1CCc2cc(OC)c(OC)cc2C1C (centres undefined)
[36] COc1ccc2sc(C)nc2c1NC(C)=O
[37] O=C(NCc1ccco1)c1ccccc1NS(=O)(=O)c1ccc(Cl)s1
[38] COc1ccc(NC(=O)CSc2ccc(-c3ccco3)nn2)cc1
[39] O=C(Cn1cc([N+](=O)[O-])cn1)NC1CCCCCC1
[40] O=C(NN1CCOCC1)c1ccc(Cl)cc1[N+](=O)[O-]

assay / entry,33,34,35,36,37,38,39,40
RPL19A TOR yeast,104,91,100,106,100,101,101,96
JMJD2C inh,-12,-6,-8,4,1,4,-5,1
MEP2-GFP yeast,111,91,102,104,109,95,103,95
procasp3 activ,2,-13,5,-3,-5,1,-4,3
CR mimetic SO,104,113,102,129,115,97,119,102
LAP4 TOR yeast,111,92,104,100,102,97,99,94
proCasp7 act,-1,0,0,2,-9,1,-7,4
AHR activator,-1,10,3,3,0,8,1,-1

[41] O=C(O)/C=C\C(=O)Nc1cccc(C(=O)Nc2cccc(O)c2)c1
[42] CC(C)(C)C(=O)Nc1ccccc1C(=O)N1CCCC1
[43] c1cc2c3c(cccc3c1)NC(c1ccc3c(c1)OCO3)N2
[44] N#CCCn1nc(-c2ccccc2)cc1-n1c(C(F)(F)F)nc2ccccc21
[45] CC(C)(Cc1ccc(O)cc1)NC(=O)CC(=O)N=Nc1c(O)[nH]c2ccc(Br)cc12
[46] CC(C)(C)C(=O)CSc1nc2ncc(Br)cc2[nH]1
[47] COCc1cc(C)n(CC(=O)N/N=C/c2ccc(-c3ccc(Cl)c(C(=O)O)c3)o2)c(=O)c1C#N
[48] COc1ccccc1C(=O)NCC(=O)OC(C)C(=O)N(C)C1CCCCC1 (centres undefined)

assay / entry,41,42,43,44,45,46,47,48
RPL19A TOR yeast,94,102,100,101,89,102,105,98
JMJD2C inh,17,10,27,13,0,15,0,6
MEP2-GFP yeast,98,99,99,94,94,111,110,100
procasp3 activ,-6,-8,-1,-4,0,0,8,1
CR mimetic SO,100,97,102,96,112,95,79,106
LAP4 TOR yeast,99,92,111,96,86,96,94,101
proCasp7 act,2,-3,-16,-16,8,-3,-9,7
AHR activator,0,4,23,3,2,84*,10,1

[49] CCC(C)(NC(=O)CNC(C)=O)C(=O)NC1CCCCC1 (centres undefined)
[50] CC(C)C(c1nnnn1Cc1ccccc1)N1CCN(Cc2ccco2)CC1 (centres undefined)
[51] OCC1CCCN(C2CCN(Cc3nc(Cc4cccc(C(F)(F)F)c4)no3)CC2)C1 (centres undefined)
[52] CCCc1nnc(NC(=O)CCC(=O)N2CCCCC2CC)s1 (centres undefined)
[53] CCN(CC)CCC(=O)Nc1cccc2c1C(=O)c1ccccc1C2=O

assay / entry,49,50,51,52,53
RPL19A TOR yeast,102,95,100,100,102
JMJD2C inh,9,-20,-11,-6,13
MEP2-GFP yeast,100,100,103,100,105
procasp3 activ,0,-7,-3,6,1
CR mimetic SO,102,96,97,108,123
LAP4 TOR yeast,97,97,106,101,113
proCasp7 act,10,-2,-2,10,-3
AHR activator,0,0,2,2,12

As a working copy, some entries already given.
[47] COCc1cc(C)n(CC(=O)N/N=C/c2ccc(-c3ccc(Cl)c(C(=O)O)c3)o2)c(=O)c1C#N
[48] COc1ccccc1C(=O)NCC(=O)OC(C)C(=O)N(C)C1CCCCC1 (centres undefined)
[49] CCC(C)(NC(=O)CNC(C)=O)C(=O)NC1CCCCC1 (centres undefined)
[50] CC(C)C(c1nnnn1Cc1ccccc1)N1CCN(Cc2ccco2)CC1 (centres undefined)

assay / entry,47,48,49,50
RPL19A TOR yeast,105,98,102,95
JMJD2C inh,0,6,9,-20
MEP2-GFP yeast,110,100,100,100
procasp3 activ,8,1,0,-7
CR mimetic SO,79,106,102,96
LAP4 TOR yeast,94,101,97,97
proCasp7 act,-9,7,10,-2
AHR activator,10,1,0,0
